NadD inh: inhibitors of S. aureus NadD, primary screen, biochemical, colorimetric, uHTS. purified NadD enzyme, colorimetric absorbance read-out. AID 602399, 2012. hit rate 0.78% among 360,000. inhibition, % at 20 µM; in the data active = inhibition above about 26%; note: some compounds past the cut are filed as inactive
MLLE-PAM2 inh: inhibitors of PABP1 MLLE–PAM2 peptide binding, primary screen, biochemical, fluorescence polarization, FITC-PAM2, GST-MLLE. inhibition, % at 20 µM. hit rate 0.36% among 360,000; in the data active = inhibition above about 35%, passing the limit was not always enough;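 note: plate controls were DMSO wells with GST-MLLE for no effect and wells lacking GST-MLLE protein for full effect; some results filed as inactive read as strong as hits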
Rin1 Abl inh: inhibitors of Rin1-Abl protein binding, primary screen, biochemical, TR-FRET; hit rate 0.4% among 360,000; inhibition, % at 7.35 µM; Tyrosine-protein kinase ABL1 (Homo sapiens) + Ras and Rab interactor 1 (Homo sapiens), …; in the data active = inhibition above about 5%, passing the limit was not always enough
Target sequence (P00519 whole entry, looked up): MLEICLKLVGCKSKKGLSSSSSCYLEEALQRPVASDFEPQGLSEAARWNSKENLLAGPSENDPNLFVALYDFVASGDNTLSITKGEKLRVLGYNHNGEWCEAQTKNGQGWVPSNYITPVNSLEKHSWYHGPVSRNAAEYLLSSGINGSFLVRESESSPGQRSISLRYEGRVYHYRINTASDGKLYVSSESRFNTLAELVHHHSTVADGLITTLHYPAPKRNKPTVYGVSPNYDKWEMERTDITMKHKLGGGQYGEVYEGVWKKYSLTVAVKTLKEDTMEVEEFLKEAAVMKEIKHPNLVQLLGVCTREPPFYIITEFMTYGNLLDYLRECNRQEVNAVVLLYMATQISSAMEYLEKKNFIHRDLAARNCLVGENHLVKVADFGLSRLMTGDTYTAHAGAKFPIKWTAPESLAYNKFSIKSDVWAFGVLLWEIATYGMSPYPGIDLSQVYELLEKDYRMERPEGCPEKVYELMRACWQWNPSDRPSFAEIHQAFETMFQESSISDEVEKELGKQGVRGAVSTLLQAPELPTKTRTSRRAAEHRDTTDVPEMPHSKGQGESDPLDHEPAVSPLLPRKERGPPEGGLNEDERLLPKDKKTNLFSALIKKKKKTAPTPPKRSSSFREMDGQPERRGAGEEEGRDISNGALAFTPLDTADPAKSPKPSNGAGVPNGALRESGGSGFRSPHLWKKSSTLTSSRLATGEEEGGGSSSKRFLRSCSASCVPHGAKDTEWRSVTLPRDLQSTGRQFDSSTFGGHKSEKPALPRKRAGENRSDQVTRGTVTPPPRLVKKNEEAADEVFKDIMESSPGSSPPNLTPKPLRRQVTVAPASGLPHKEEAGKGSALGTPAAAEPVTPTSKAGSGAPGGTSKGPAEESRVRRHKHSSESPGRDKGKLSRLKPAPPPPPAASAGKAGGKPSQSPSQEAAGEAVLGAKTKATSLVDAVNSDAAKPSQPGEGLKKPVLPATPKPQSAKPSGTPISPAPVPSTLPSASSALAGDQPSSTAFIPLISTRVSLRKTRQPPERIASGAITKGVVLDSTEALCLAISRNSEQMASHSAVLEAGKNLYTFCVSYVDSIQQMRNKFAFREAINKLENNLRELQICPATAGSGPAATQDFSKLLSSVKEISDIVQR
Target sequence (Q13671 whole entry, looked up): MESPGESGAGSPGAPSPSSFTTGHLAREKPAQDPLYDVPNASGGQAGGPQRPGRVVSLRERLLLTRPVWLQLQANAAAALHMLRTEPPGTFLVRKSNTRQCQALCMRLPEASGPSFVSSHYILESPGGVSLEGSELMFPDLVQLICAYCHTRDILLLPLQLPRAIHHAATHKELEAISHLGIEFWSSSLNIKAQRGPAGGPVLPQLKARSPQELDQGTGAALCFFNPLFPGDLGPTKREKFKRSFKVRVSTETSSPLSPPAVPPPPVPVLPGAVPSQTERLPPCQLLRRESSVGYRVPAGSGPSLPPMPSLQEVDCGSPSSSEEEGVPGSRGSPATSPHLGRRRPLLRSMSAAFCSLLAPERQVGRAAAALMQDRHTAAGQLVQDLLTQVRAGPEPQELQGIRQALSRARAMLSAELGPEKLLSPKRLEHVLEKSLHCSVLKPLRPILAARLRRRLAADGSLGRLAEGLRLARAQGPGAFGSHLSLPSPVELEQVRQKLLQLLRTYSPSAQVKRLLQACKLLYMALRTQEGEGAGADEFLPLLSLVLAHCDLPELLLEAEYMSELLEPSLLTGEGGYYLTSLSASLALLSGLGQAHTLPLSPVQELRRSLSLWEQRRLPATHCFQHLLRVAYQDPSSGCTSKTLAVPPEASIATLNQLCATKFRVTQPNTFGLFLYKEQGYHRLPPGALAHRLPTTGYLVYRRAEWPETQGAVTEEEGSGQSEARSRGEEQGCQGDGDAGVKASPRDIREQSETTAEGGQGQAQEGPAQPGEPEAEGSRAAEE
SKN-1 inh: suppressors of acrylamide-induced Pgst-4::GFP reporter in worms, primary screen, SKN-1 inhibitor project, whole organism, uHTS, GFP/RFP fluorescence ratio, strain VP596. C. elegans VP596 Pgst-4::GFP/RFP ratio, 24 h. inhibition, % at 21.8 µM. hit rate 0.49% among 360,000. AID 624304, 2012;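 active = interference check ratio from 0.5 to 1.5 plus GFP to RFP signal ratio inhibition reaching or exceeding a fixed threshold, cut at about 30% in these data, passing the limit was not always enough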; note: some compounds called inactive have numbers as strong as hits
Neddyl block: inhibitors of cullin neddylation, primary screen, biochemical, TR-FRET, uHTS, NAE and Ubc12 | calls only at 25 µM | AID 651699, 2012 | hit rate 0.58% among 360,000; in the data active = inhibition above about 36%
CSN inh: inhibitors of CSN-mediated cullin deneddylation, primary screen, biochemical, fluorescence polarization, uHTS | COP9 signalosome complex subunit 5 (Homo sapiens), Q92905 | inhibition, % at 12.5 µM | Purified CSN, SCF-Nedd8-OG deneddylation | hit rate 0.38% among 360,000;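 active = pattern-corrected inhibition above about 35%, with an unprinted fluorescence ratio check between 0.5 and 1.5, limit read from the data, passing the limit was not always enough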;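 note: 0% = enzyme with substrate and 100% = substrate without enzyme; some results filed as inactive read as strong as hits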
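Material: human Csn5 produced in HEK293T cells; Input: enzyme 0.24 nM; Reagent: SCFSkp2-Nedd8OG substrate at 10 nM final; Dosing: 12.5 µM compound; Incubation: 90 min reaction at room temperature; Detection: fluorescence polarization of the substrate; Evaluation: % inhibition of substrate cleavage by Csn5; Control set: substrate-only high control, full reaction low control.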
MT1-MMP act inh: blockers of MT1-MMP proenzyme processing, primary screen, HT1080 RFP-PRO-GFP cells, GFP/RFP fluorescence. Matrix metalloproteinase-14 (Homo sapiens), P50281. GFP/RFP ratio fluorescence, overnight; percent of plate control window, DMSO zero. GFP/RFP ratio change, % at 20 µM. hit rate 0.061% among 360,000. AID 651647, 2012;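 active = GFP/RFP ratio change of at least 30% with cell ATP level not reduced by more than half and red fluorescence within 50% of control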; note: strong numbers were not always called active
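Assay system: HT1080 RFP-PRO-GFP cells. Benchmarks: DMSO vehicle wells and RFP-L50D-GFP reporter cell wells. Times: overnight cell settling, then overnight compound exposure, 37 °C, 5% CO2. Compound: 20 µM single dose, 1% DMSO. Read-out basis: GFP/RFP fluorescence ratio.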
Rpn11 block: Rpn11 (PSMD14) deubiquitinase inhibitors, primary screen, biochemical, fluorescence polarization, uHTS. hit rate 0.59% among 360,000. human 26S proteasome, Ub4-pepOG fluorescence polarization; 20S core pre-blocked with epoxomicin. calls only at 20 µM;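 active = inhibition at 20 µM, scaled to each plate's controls, above about 33%, limit read from the data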
FAS-TE inh: FAS thioesterase domain inhibitors, primary screen, biochemical, fluorescence intensity, uHTS. Fatty acid synthase (Homo sapiens), P49327. recombinant FAS-TE, OMFH fluorogenic substrate, fluorescence endpoint. inhibition, % at 15 µM. hit rate 0.67% among 360,000. AID 602261, 2012;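 active = compounds whose normalised, plate-corrected inhibition of enzyme fluorescence in the single-dose primary screen is 50% or more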;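 note: 0% = DMSO with enzyme and 100% = substrate without enzyme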
Numbers without * were called inactive; i = inactive; . = not tested or not shown; + = active, no number.

Preview, 2 compounds:
cpd	molecule	NadD inh	MLLE-PAM2 inh	Rin1 Abl inh	SKN-1 inh	Neddyl block
1	CC(=O)c1ccc(Nc2cc(C)nc3ccc(C)cc23)cc1	5.7	-0.7	-1.9	-13.8	i
2	CCn1nc2cc(C(=O)NCc3cc(C(F)(F)F)cc(C(F)(F)F)c3)ccc2c1OC	2.0	20.9	2.7	-1.4	.

cpd	CSN inh	MT1-MMP act inh	Rpn11 block	FAS-TE inh
1	-1.0	-1.6	i	-2.5
2	-2.1	2.7	i	5.7

This part in full (from the top)
cpd	molecule	NadD inh	MLLE-PAM2 inh	Rin1 Abl inh	SKN-1 inh	Neddyl block
1	CC(=O)c1ccc(Nc2cc(C)nc3ccc(C)cc23)cc1	5.7	-0.7	-1.9	-13.8	i
2	CCn1nc2cc(C(=O)NCc3cc(C(F)(F)F)cc(C(F)(F)F)c3)ccc2c1OC	2.0	20.9	2.7	-1.4	.
3	COC(=O)c1cccc(NC(=S)Nc2cccc(Cl)c2C)c1	-0.8	28.8	0.1	13.2	i
4	CC1(C(=O)Nc2cccc3ncccc23)CCN1C(=O)CCc1ccccc1 (centres undefined)	3.5	-8.0	-2.9	6.7	i
5	C[C@H](CO)N1C[C@H](C)[C@@H](CN(C)C(=O)NC2CCCCC2)Oc2ccc(NC(=O)C3CC3)cc2C1=O	-3.1	9.6	0.9	-2.9	i
6	CCOC(=O)c1c(NC(C)=O)sc(C(=O)NC2CCCC2)c1C	0.6	-4.5	-0.9	16.7	i
7	Cc1cccc(NCc2nc3ccccc3n2Cc2ccccc2)c1	6.1	-12.9	3.7	2.3	i
8	CCOc1ccc(NC(=O)CSc2ncn[nH]2)c([N+](=O)[O-])c1	2.8	-8.5	-3.2	8.4	i
9	CCO[C@@H]1OC(C(=O)N2CCOCC2)=C[C@H](c2ccc(Br)cc2)[C@H]1CCCO	0.8	16.1	1.8	-3.8	i
10	C=CCSc1nnc(NC(=O)c2cccc(S(=O)(=O)N3CCOCC3)c2)s1	8.7	8.7	1.5	-4.1	i
11	COc1cc(C)ccc1OCCON1C(=O)CCC1=O	-10.4	-3.4	2.3	15.7	i
12	O=C(CSc1ccccc1F)NCC(c1ccco1)N1CCCCC1 (centres undefined)	-3.9	-4.9	3.2	26.8	i
13	C[C@@]12C(=O)N(c3cccc(Cl)c3)C(=O)N1[C@@H]1c3ccccc3OC[C@@H]1[C@H]2c1ccccc1	-7.2	7.3	2.2	18.4	i
14	Cc1ccc(NS(=O)(=O)c2ccccc2[N+](=O)[O-])cc1S(=O)(=O)N1CCCCC1	-4.0	1.7	-1.9	-11.6	i
15	COc1cc(OC)c(NC(=O)CC(=O)Nc2cc(Cl)c(OC)cc2OC)cc1Cl	-4.7	-20.8	1.2	2.8	i

cpd	CSN inh	MT1-MMP act inh	Rpn11 block	FAS-TE inh
1	-1.0	-1.6	i	-2.5
2	-2.1	2.7	i	5.7
3	2.0	0.5	i	-1.2
4	0.7	-2.1	i	-6.0
5	3.6	-0.3	i	-10.8
6	0.8	1.7	i	-1.1
7	-1.9	-1.8	i	20.9
8	-10.8	5.9	i	5.4
9	-5.6	1.6	i	-8.2
10	1.6	8.6	i	-6.8
11	-4.6	2.2	i	-4.6
12	0.5	3.0	i	-5.1
13	-4.2	-4.5	i	20.4
14	4.1	1.5	i	-2.2
15	4.6	0.8	i	22.0

Later entries.
cpd	molecule	NadD inh	MLLE-PAM2 inh	Rin1 Abl inh	SKN-1 inh	Neddyl block
16	OC(CNc1ccccc1)Cn1ccc2ccccc21 (centres undefined)	-4.4	-2.3	2.2	7.7	i
17	CCOC(=O)C1CCCN(CCC(=O)Nc2ccc(C)c(C)c2)C1 (centres undefined)	-5.0	8.8	2.4	8.0	i
18	Cc1ccccc1S(=O)(=O)NC(=O)C1(C)CCN1C(=O)C1(c2ccccc2)CC1 (centres undefined)	0.5	3.1	-0.7	8.1	i
19	CCN(CC)C(=O)C1CCCN(c2ccc([N+](=O)[O-])cc2/C=N/NC(=O)c2cccc([N+](=O)[O-])c2)C1 (centres undefined)	5.9	2.9	1.6	-9.4	i
20	O=C(Cn1ncc2c([nH]c3ccccc32)c1=O)NCC1CCN(Cc2ccccc2F)CC1	-1.9	-13.2	-0.2	6.3	i
21	O=c1[nH]c2cc3c(cc2cc1CN(Cc1ccco1)C(=S)NCCCN1CCOCC1)OCCO3	-2.9	-143.2	2.1	-4.7	i
22	CN(c1ccccc1)S(=O)(=O)c1cccc(NC(=O)CN2CCCc3ccccc32)c1	0.0	-60.0	-1.6	2.7	i
23	CC(=O)c1ccc(S(=O)(=O)N(C)CC(=O)NCC2CCCCC2)cc1	1.6	-3.0	-0.4	6.0	i
24	NC(=O)NC(=O)c1nccnc1C(=O)O	-3.2	-2.0	-3.7	11.6	i
25	COc1ccc(C(=O)C2CCCN(C(=O)/C=C/c3cnc[nH]3)C2)c(C)c1 (centres undefined)	3.1	-4.1	0.4	2.9	i
26	O=C(CSc1nnc(Cc2cccs2)n1-c1ccc(Cl)cc1)NCc1ccc2c(c1)OCO2	-1.5	-7.7	0.5	20.7	i
27	CN(Cc1ccc(Cl)cc1)C(CCc1ccccc1)C(=O)NC1CCCCC1 (centres undefined)	-4.7	-2.0	0.5	11.9	i
28	Cc1nnc(C)n1/N=C/c1cccc(Oc2ccccc2)c1	-7.3	14.1	-0.3	8.9	i
29	CCn1nnnc1SCC(=O)c1ccc2c(c1)OCCO2	3.0	-1.1	1.2	-3.5	i
30	CCOC(=O)c1sc(NC(=O)CSCc2c(C)noc2C)nc1C	-1.2	-13.3	-0.1	-13.3	i

cpd	CSN inh	MT1-MMP act inh	Rpn11 block	FAS-TE inh
16	-6.0	4.8	i	6.0
17	3.1	3.5	i	-9.7
18	-0.2	0.6	i	-11.9
19	-0.5	-2.4	i	77.3*
20	-1.2	1.0	i	-7.1
21	0.0	0.4	i	-1.6
22	4.7	-9.6	i	20.3
23	-2.7	-4.7	i	3.0
24	3.4	-1.7	i	-7.7
25	3.4	-2.5	i	-3.9
26	-1.8	-5.3	i	3.9
27	-1.1	-15.9	i	15.2
28	0.3	6.1	i	-7.9
29	-4.4	0.2	i	-7.7
30	3.9	-1.8	i	2.1

(listing goes on)
cpd	molecule	NadD inh	MLLE-PAM2 inh	Rin1 Abl inh	SKN-1 inh	Neddyl block
31	COc1ccc(-c2csc(C(C)(O)c3ccccc3)n2)cc1 (centres undefined)	-3.7	9.4	-3.0	22.0	i
32	CCOc1ccccc1NC(=O)c1nc(-c2ccccc2)oc1C	4.3	-12.3	0.8	5.5	i
33	O=C(CSc1cccc(C(F)(F)F)c1)NC(=O)c1ccccc1	-6.5	-7.2	1.7	0.9	i
34	O=C(Nc1ccc(S(=O)(=O)NC2CCCCC2)cc1)c1ccco1	2.4	-2.8	0.5	5.1	i
35	COc1ccc(Cl)cc1NC(=O)C(C)N1CCN(C/C=C/c2ccccc2)CC1 (centres undefined)	-6.2	-3.5	1.7	23.3	i
36	COc1ccc(OC)c(S(=O)(=O)N2c3ccccc3CC2C)c1 (centres undefined)	-18.4	-9.2	-1.1	11.6	i
37	O=C(NCc1ccccc1F)c1cccc(S(=O)(=O)N2CCCCC2)c1	-2.1	-6.9	3.1	-15.5	i
38	O=C(NC1CCCC1)C(c1ccc(N2CCOCC2)cc1)N(Cc1ccco1)C(=O)c1ccco1 (centres undefined)	8.1	4.2	-1.2	13.3	i
39	COc1cccc(/C=C/C(=O)OCC(=O)NCCC2=CCCCC2)c1OC	-6.0	-5.4	1.3	2.3	+
40	CCN(CC(=O)Nc1ccc(NC(C)=O)cc1)C(=O)c1cn(-c2ccccc2)nc1-c1cccs1	7.0	9.1	-1.4	-3.4	i
41	CC1=NN(C(=O)c2ccc(Cn3nc(C)c([N+](=O)[O-])c3C)cc2)C(O)(C(F)(F)F)C1 (centres undefined)	-10.9	-1.5	-2.3	-6.0	i
42	N=C1c2ccccc2CN1NC(=O)c1cccc(S(=O)(=O)N2CCOCC2)c1	5.5	6.3	3.8	1.3	i
43	COc1cc(NC(=O)C2CC(=O)N(CCc3ccc(F)cc3)C2)cc(OC)c1OC (centres undefined)	-0.8	-7.0	4.8	-4.2	i
44	O=C(c1ccccc1)c1cccn1CC(=O)N1CCN(c2ccccc2)CC1	5.1	-3.6	0.2	4.5	i
45	Cc1cc(=O)[nH]c(/N=C(\N)Nc2ccc(SC(F)F)cc2)n1	-1.7	-5.4	-2.3	-0.7	i

cpd	CSN inh	MT1-MMP act inh	Rpn11 block	FAS-TE inh
31	1.8	-4.6	i	9.3
32	0.8	-6.2	i	23.2
33	5.2	-3.0	i	-2.4
34	-3.5	-0.1	i	0.9
35	-1.9	1.1	i	20.4
36	0.2	-1.2	i	18.2
37	-4.3	3.4	i	-5.1
38	4.8	0.7	i	-5.8
39	-0.9	-3.6	i	7.2
40	-4.3	-3.8	i	4.6
41	-6.9	6.1	i	5.1
42	2.9	-1.7	i	6.4
43	3.5	1.7	i	-2.1
44	-2.0	2.4	i	-0.6
45	-0.1	1.4	i	-0.2

(next part)
cpd	molecule	NadD inh	MLLE-PAM2 inh	Rin1 Abl inh	SKN-1 inh	Neddyl block
46	CCNC(=O)C1(C)CCCN(Cc2csc(-c3ccc(Cl)cc3)n2)C1 (centres undefined)	-8.8	3.3	1.6	7.7	i
47	COc1ccc(-c2nc(C#N)c(N3CCc4ccccc4C3)o2)cc1OC	-8.2	-0.2	-2.6	-19.0	.
48	COc1cc(/C=C/C(=O)O)cc(S(=O)(=O)Nc2ccc(F)cc2)c1OC	1.9	1.7	1.1	-4.4	i
49	CCCC(=O)Nc1cc(C)c2c(=O)oc3ccccc3c2n1	-2.9	-7.9	0.8	20.8	i
50	Cc1cc(C)n(CC(=O)NNC(=O)COc2ccc(Br)cc2F)n1	2.4	101.4*	0.9	-16.3	i
51	COCCn1nnnc1C(c1cccs1)N1CCN(c2nc3ccccc3s2)CC1 (centres undefined)	2.1	-6.2	-0.1	17.7	i
52	OC[C@@H]1CN(Cc2ccncc2)C[C@H](n2cnc3c(NC4CC4)ncnc32)O1	-1.0	-6.5	7.1	0.4	i
53	O=S(=O)(CC(CN1CCCC1)N1CCCC1)c1ccc2ccccc2c1 (centres undefined)	3.2	-9.8	-4.2	15.5	i
54	NNC(=O)CNC(c1ccccc1)c1cc(Br)ccc1NC(=O)CCN1CCOCC1 (centres undefined)	-10.3	-9.7	-0.6	22.1	i

cpd	CSN inh	MT1-MMP act inh	Rpn11 block	FAS-TE inh
46	4.5	-5.6	i	4.9
47	2.7	-1.5	i	21.8
48	1.9	4.1	i	-4.5
49	3.2	-1.4	i	5.3
50	-2.9	2.4	i	-8.8
51	4.3	0.6	i	22.5
52	1.0	0.8	i	-6.1
53	8.5	-3.7	i	-7.7
54	-7.4	4.4	i	3.9

Compound activity from PubChem.
